GLP1R ag: activates the human GLP-1 receptor | P43220 | HEK293 GLP-1R CRE-luciferase, luminescence, 4-6 h; cells express a hypersensitive GLP-1R form | Potency, µM (titrated, usually from 45.6 µM), inactives show at the highest dose activation, hits mostly activators | 380,000 tested, 0.007% active | AID 624172; note: potency is the fitted concentration of half-maximal effect; % of control where 0% means no effect
PLK1 PBD block: inhibitors of human PLK1 polo-box domain binding; P53350; Plk1 PBD binding of FITC phosphopeptide, fluorescence polarization; Potency, µM, for the others: max response, negative = inhibition, usual class: inhibitors; 360,000 tested, 2.8% active; AID 720504; note: potency is the fitted concentration of half-maximal effect; series mostly up to about 57 µM; % is set by controls: 0 for no effect and ±100 for the full control effect; nearly all actives have a fitted effect of over 65% in size
IL2 activator: activates IL-2 in a cell-based reporter assay. IL-2 activation reporter assay, cell-based qHTS; stimulated with anti-CD3/CD4/CD28 beads; in transgenic mouse T cells. activation, % (series mostly up to about 46 µM). 360,000 tested, 0.065% active. AID 652025; in the data active = activation above about 50%; inconclusive = mostly about 30% to 49%; note: 0% is about no effect
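Unstimulated transgenic mouse T cells, 750 per well, received compound and, after 60 minutes, anti-CD3/anti-CD4 bead plus anti-CD28 stimulation. EGFP and DsRed were quantified after 18 hours.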
PI5P4K alpha inh: blocks human PI5P4K alpha kinase activity | 330,000 tested, 1.2% active | max response, % | P48426 | AID 652105 | PI5P4Kalpha enzyme, ADP-Glo luminescence, 60 min; stronger effect = lower value; active = max response of -50% or lower; inconclusive = between -30% and -50%; inactive = -30% or higher; note: value at the top dose of about 77 µM; % is set by controls: 0 for no effect and ±100 for the full control effect
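PI5P4Kalpha ADP-Glo assay; 5 microM ATP final; 60 min RT reaction; HEPES pH 7.4/EGTA/CHAPS, 5% DMSO; controls lacking substrate or enzyme; luminescent end-point.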
EPAC1 antagonist: EPAC1 (human) antagonism; 360,000 tested, 0.14% active; O95398; EPAC1 GEF assay, Rap1b-BODIPY-GDP exchange fluorescence; Potency, µM (top dose mostly 115 µM), for the others: at the top dose activity change, negative = inhibition, usual class: inhibitors;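 note: potency is the fitted concentration of half-maximal effect; plate controls were vehicle for no effect and positive control for full effect; nearly all actives have a fitted effect of over 50% in size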
Target sequence (O95398 whole entry, looked up): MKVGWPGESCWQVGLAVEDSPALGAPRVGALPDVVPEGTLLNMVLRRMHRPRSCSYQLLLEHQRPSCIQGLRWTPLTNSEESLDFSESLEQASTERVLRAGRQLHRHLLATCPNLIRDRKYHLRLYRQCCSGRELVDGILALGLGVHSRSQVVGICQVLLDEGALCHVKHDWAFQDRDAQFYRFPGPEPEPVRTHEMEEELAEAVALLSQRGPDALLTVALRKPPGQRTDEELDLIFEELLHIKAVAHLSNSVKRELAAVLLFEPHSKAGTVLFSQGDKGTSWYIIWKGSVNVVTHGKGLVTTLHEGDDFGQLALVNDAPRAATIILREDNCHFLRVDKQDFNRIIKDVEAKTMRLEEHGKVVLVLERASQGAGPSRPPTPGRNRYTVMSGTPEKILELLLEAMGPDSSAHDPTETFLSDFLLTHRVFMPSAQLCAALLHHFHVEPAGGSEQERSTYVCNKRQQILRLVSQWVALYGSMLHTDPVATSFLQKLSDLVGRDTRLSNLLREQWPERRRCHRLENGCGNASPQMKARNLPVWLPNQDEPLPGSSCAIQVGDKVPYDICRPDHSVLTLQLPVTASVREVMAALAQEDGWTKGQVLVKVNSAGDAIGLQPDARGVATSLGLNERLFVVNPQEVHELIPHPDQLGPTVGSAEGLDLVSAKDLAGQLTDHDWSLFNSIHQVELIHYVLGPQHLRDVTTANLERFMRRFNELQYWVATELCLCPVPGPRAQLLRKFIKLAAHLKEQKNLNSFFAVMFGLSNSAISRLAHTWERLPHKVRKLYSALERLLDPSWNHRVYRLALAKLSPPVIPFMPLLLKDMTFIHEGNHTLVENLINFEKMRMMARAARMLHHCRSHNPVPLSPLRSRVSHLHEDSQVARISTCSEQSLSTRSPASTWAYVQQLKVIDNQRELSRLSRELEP
EPAC1 agonist: agonists of human EPAC1 | O95398 | EPAC1 agonist qHTS, biochemical assay; response scale: 100% = response to 6.5 mM cAMP | Potency, µM (highest dose often 154 µM), for inactives: at the top dose activation, hits mostly activators | 360,000 tested, 0.073% active | AID 720707; note: potency is the fitted concentration of half-maximal effect; nearly all actives have a fitted effect of over 60% in size
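Fluorescent GDP-exchange assay: 100 nM EPAC1 with 250 nM Rap1B preloaded with BODIPY-GDP and 50 uM GDP; compounds tested as concentration series, 5 min at room temperature, then read every 5 min for 30 min (ex 480/em 540 nm); normalized to 6.5 mM cAMP.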
GLP1R inv ag: inverse agonists of human GLP-1 receptor; P43220; HEK293 GLP-1R CRE-luciferase, luminescence, 24 h; GLP-1R form is constitutively active; Potency, µM (highest dose often 38.3 µM), inactives show at the highest dose activity change, negative = inhibition, hits mostly inhibitors; 410,000 tested, 1.6% active; note: potency is the fitted concentration of half-maximal effect; % is set by controls: 0 for no effect and ±100 for the full control effect; nearly all actives have a fitted effect of over 55% in size
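Inverse agonists were sought by their lowering of basal cAMP reporter luciferase output in HEK293 cells stably carrying constitutively active human GLP-1R, after 24 h compound treatment.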
PTHR1 ag: PTHR1 (human) receptor agonism; Potency, µM (doses to about 115 µM), for the others: at the top dose activation, most hits filed as activators; AID 743266; 410,000 tested, 0.075% active; Q03431; HEK293 GP2 PTHR1 cells, GloSensor cAMP luminescence, 1 h; note: potency is the fitted concentration of half-maximal effect; nearly all actives have a fitted effect of over 55% in size; some results filed as inactive show a strong effect at the top dose; inactives centre near -15; many of its hits are not listed in these tables
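HEK-293-derived GP2 cells expressing PTHR1 and a GloSensor cAMP reporter, 3,000/well, plated overnight, given luciferin plus IBMX (each 0.5 mM as added) for 1 h at 37 °C, then compound for 1 h at 37 °C. Luminescence was read after 15 min at room temperature.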
GLP1R cytotox: cytotoxicity counter-screen for GLP-1 receptor inverse agonists; HEK293 cAMP-luciferase reporter cells, luminescence, 24 h; Potency, µM (highest dose often 38.3 µM), without a hit: at the highest dose activity change, negative = inhibition, most hits filed as inhibitors; AID 624418; 410,000 tested, 0.13% active;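 note: loss of luciferase light is scored as toxicity; potency is the fitted concentration of half-maximal effect; % is set by controls: 0 for no effect and ±100 for the full control effect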
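A 23 nL compound transfer followed 12 hours of cell culture at 37 deg C; exposure then lasted 24 hr. Luciferase assay detection reagent was dispensed and plates read for luminescence after a 12 min room-temperature wait.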
Active calls of the source: *; i = inactive; ? = inconclusive; · = not tested or not shown; [ ] = remark or other dose. Unless noted, calls come from the whole dose curve; as a rule, active = well fitted curve in the direction sought with a large enough effect; inconclusive = small, poorly fitted or top-dose-only effect, or another doubt; inactive = no such curve, though single readings can be large; an effect the other way counts as inactive or inconclusive.

SMILES	GLP1R ag	PLK1 PBD block	IL2 activator	PI5P4K alpha inh	EPAC1 antagonist	EPAC1 agonist	GLP1R inv ag	PTHR1 ag	GLP1R cytotox
CC[C@@H](C)[C@@H]1CN([C@@H](CN2CCC[C@H]2CN2C(N)=NC[C@H]2C(C)C)C(C)C)C(=N)N1CCCC1CCCC1	-3%	-2%	-0.3	2	-7%	-3%	-5%	-7%	0%
CC(C)=CCN1CCN(Cc2cccc3c2OCO3)CC1CCO (stereo not drawn)	0%	-4%	-0.1	-7	0%	1%	3%	i	10%
COc1ccc(NC(=O)CSc2nnc(-c3ccccc3C)n2N)cc1OC	-11%	1%	-1.9	2	-2%	-3%	-8%	i	-1%
CSc1cccc(N2CC(C(=O)N3CCN(S(=O)(=O)c4ccccc4Cl)CC3)CC2=O)c1 (stereo not drawn)	-1%	-27%	-0.2	3	-15%	0%	?	-27%	-2%
O=C(c1ccc2c(=O)n3c(nc2c1)CCC3)N1CCCSC1=Nc1ccccc1	2%	-2%	-2.8	0	7%	9%	3%	i	10%
CC(=O)Nc1cc(-c2cccc(C(=O)N(C)C)c2)cn2c(-c3cccc(C(=O)N(C)C)c3)cnc12	5%	-18%	0.2	-10	-11%	-7%	25%	-21%	2%
O=C(NCc1nc2ccccc2[nH]1)C1=C[C@H](c2csc3ccccc23)C[C@H](OCc2ccc(CO)cc2)O1	-2%	-2%	-0.3	1	-3%	12%	?	-11%	8%
O=C(NCCc1ccccc1)c1ccc2c(c1)S(=O)(=O)c1cc(Cl)ccc1C2=O	12%	-20%	-0.4	3	-2%	1%	3%	-9%	-3%
CCOC(=O)N1CCN(C(=O)C[C@@H]2C[C@@]3(C(=O)OCC)CCCC=C3N(Cc3ccc(Cl)cc3Cl)C2=O)CC1	0%	-2%	-0.4	4	-23%	-11%	?	-20%	1%
Cc1cc(C)nc(-n2nc(C)cc2NC(=O)CN2CCC(C)CC2)n1	17%	-8%	0.6	2	2%	-13%	?	-19%	5µM*
O=C1NC[C@H](CCCCN2C[C@H](Cc3ccccc3)N(CCc3ccc(O)cc3)C(=O)C2=O)N(CCc2ccccc2)C1=O	-6%	-8%	1.0	-1	-4%	-7%	14%	-12%	-10%
Cc1c([N+](=O)[O-])c(C(=O)NC2CCCC2)nn1C	-2%	-1%	-0.9	-8	11%	-7%	18%	i	1%
Cc1ccccc1-c1nnc(SCC(=O)N(CC(C)C)c2c(N)n(CC(C)C)c(=O)[nH]c2=O)n1C	10%	-1%	-1.1	0	-3%	2%	9%	i	1%
Cc1ccc(-n2ncc(-c3nnc(SCC(=O)NC4CCCC4)o3)c2N)cc1C	1%	-7%	-0.8	-6	-6%	-6%	-16%	-21%	13%
O=C(CN1C(=O)NC2(CCCC2)C1=O)NC(c1ccccc1)c1ccccc1	12%	-9%	0.3	1	-8%	-1%	?	i	-8%
COc1nc(N(C)C)nc(N2CC(=O)N(CCNS(=O)(=O)c3ccc(C)cc3)C2=N)n1	1%	-11%	-5.3	2	-34%	2%	13%	i	1%
O=C(CSc1n[nH]c(=O)n1-c1ccccc1)Nc1ccccc1	5%	-14%	-0.8	0	9%	-8%	14%	?	10%
COc1ccc([C@H]2C=C(C(=O)O)O[C@@H](OCCCCO)C2)cc1	-4%	-19%	1.2	-4	?	-4%	-38%	i	6%
c1ccc2c(c1)oc1c(N3CCOCC3)ncnc12	23%	-1%	-1.6	3	-6%	-4%	88%[activator]	-9%	8%
CCCCCC(CC(=O)NO)C(=O)NC(C(=O)N1CCCC1CO)C(C)C (stereo not drawn)	-1%	2%	1.3	1	-10%	-13%	-21%	?	-19%
CCC(=O)N1CCC1(C)C(=O)Nc1ccc(OC(F)F)cc1 (stereo not drawn)	11%	-2%	0.3	3	15%	-18%	23%	i	1%
Cc1ccccc1-c1nc(CS(=O)(=O)CC(=O)NCCCN2C(C)CCCC2C)c(C)o1 (stereo not drawn)	9%	-5%	-2.2	-2	-7%	4%	-31%	-16%	9%
COc1cc(OC)cc(C2=Cc3ccc(OC)cc3C(CC(C)=O)N2c2ccc(-c3cncnc3)cc2)c1 (stereo not drawn)	5%	-13%	-0.1	3	?	7%	4%	-1%	4%
CC1(C(=O)NS(=O)(=O)c2ccc(Cl)cc2)CCN1C(=O)CCc1ccc(Cl)cc1Cl (stereo not drawn)	-1%	-11%	-0.1	3	-1%	-11%	-33%	i	-3%
COc1ccc2cc(C(=O)C3CCCN(Cc4cnc(N5CCOCC5)s4)C3)ccc2c1 (stereo not drawn)	10%	8%	-2.3	5	-3%	9%	?	-39%[inhibitor]	-34%
Next part:
SMILES	GLP1R ag	PLK1 PBD block	IL2 activator	PI5P4K alpha inh	EPAC1 antagonist	EPAC1 agonist	GLP1R inv ag	PTHR1 ag	GLP1R cytotox
CC1(C)CC(=O)C2=C(C1)Nc1ccccc1[S@]2=O	8%	1%	0.0	-2	10%	8%	-10%	i	-22%
Nc1ncnc2c1ncn2[C@@H]1O[C@H](CNC(=O)[C@H](N)Cc2cccnc2)[C@@H](O)[C@H]1O	1%	-3%	0.8	0	-9%	2%	22%	-19%	1%
Cc1cc(=O)[nH]c2ccccc12	-2%	-10%	-1.1	-5	-16%	3%	12%	i	-18%
CCN1CCN(CC(=O)Nc2cc(S(=O)(=O)N3CCCCC3)ccc2Cl)CC1	4%	-5%	-0.6	-5	-4%	2%	?	i	0%
O=C1COc2ccc(NC(=O)c3ccccc3C(=O)O)cc2N1	3%	-9%	0.6	4	-6%	0%	-2%	i	3%
Cc1ccc(/C=N/NC(=O)C2(O)c3ccccc3-c3ccccc32)o1	0%	-3%	-0.3	-18	-1%	3%	-5%	-28%	0%
O=C(c1ccc(S(=O)(=O)N2CCCC2)cc1)N1CCCc2ccccc21	3%	0%	0.3	-7	-8%	-3%	-19%	-9%	-20%
CC(C)C(CCNC(=O)CN1C(=O)c2ccccc2C1=O)c1ccco1 (stereo not drawn)	2%	-7%	-3.6	-4	9%	4%	0%	i	-4%
Cc1nn(Cc2ccccc2Cl)c(C)c1C(=O)N(C)CC(=O)Nc1cccc(F)c1	-4%	-8%	-0.6	4	-12%	1%	?	-30%[inhibitor]	-24%
Cc1ccc(C2(c3noc(CN4C[C@@H](C)O[C@@H](C)C4)n3)CCCC2)cc1	8%	5%	-1.4	9	-5%	-11%	?	0%	-4%
COc1ccc(S(=O)(=O)N2CCC(C(=O)N3CCCCCC3)CC2)cc1	-10%	11µM*	-1.4	-24	-4%	5%	15%	-15%	15%
Cc1ccc(S(=O)(=O)CC(=O)Nc2nnc(C)s2)cc1	6%	-10%	-0.5	7	11%	7%	13%	-7%	0%
Cc1ccc(C(=O)NC(C(=O)Nc2ccccc2)c2ccccc2)cc1 (stereo not drawn)	2%	-3%	-0.5	-2	-21%	5%	?	-41%[inhibitor]	-15%
O=C(CNc1cccc2ccccc12)N/N=C/c1ccc([N+](=O)[O-])o1	0%	-20%	-3.2	-5	-5%	2%	?	-9%	?
Cc1cc(NS(=O)(=O)c2ccc(NC(=O)Cc3ccc([N+](=O)[O-])cc3)cc2)nc(C)n1	-4%	-1%	0.5	-5	-4%	-3%	5%	i	13%
O=C(Nc1ccc(N2CCN(C(=O)c3ccco3)CC2)cc1)C(c1ccccc1)c1ccccc1	-2%	-2%	0.3	1	-4%	-2%	?	-18%	-7%
CCN(CC)S(=O)(=O)c1ccc(C(=O)NC2CC(=O)N(c3ccc(OC)c(OC)c3)C2)cc1 (stereo not drawn)	-3%	·	·	·	·	·	-4%	-45%[inhibitor]	-3%
COc1ccc(CC(=O)NC(C)c2ccc(Cl)c(Cl)c2)cc1S(=O)(=O)N1CCOCC1 (stereo not drawn)	-24%	-2%	-3.3	0	-18%	0%	-17%	-46%[inhibitor]	-9%
O=C(NC1CCCCC1)c1cccc(Cn2cc(Cl)cn2)c1	-1%	2%	0.5	2	9%	3%	-10%	i	3%
CCC(=O)Nc1cccc(-c2nc3cc(C)ccc3o2)c1	21%	·	·	·	·	·	-21%	-24%	3%
O=C1CCc2ccccc2N1	4%	-1%	0.7	2	-8%	-8%	32%[activator]	-3%	2%
CCN(Cc1ccccc1)S(=O)(=O)c1ccc(C(=O)N(CCCN(C)C)c2nc3cc(C)cc(C)c3s2)cc1	11%	3%	-5.6	2	-3%	-3%	?	-26%	?
CC(C)[C@H](NC(=O)c1ccccc1F)C(=O)Nc1ccc(F)c(F)c1	7%	-2%	-1.3	0	-16%	-3%	?	-6%	-3%
Cc1cc(S(=O)(=O)N2CCOCC2)ccc1OCC(=O)N1CCCC1	-1%	2%	0.2	6	0%	-1%	15%	i	14%
Cc1c(NC(=O)Nc2ccc(Cl)cc2Cl)c(=O)n(-c2ccccc2)n1C	-2%	0%	1.2	-2	15%	0%	3%	i	4%
CCOC(=O)c1ccc(NC(=O)Cn2nnc(-c3ccccc3C)n2)cc1	6%	-2%	-0.4	3	?	13%	?	i	-11%
COCCC(=O)N1CCC(Oc2ccc(C(=O)NCCc3cn[nH]c3)cc2)CC1	-6%	-14%	-1.0	1	?	-2%	2%	i	3%
N#Cc1ccsc1NC(=O)CN1CCOCC1	-1%	-11%	0.2	-21	-11%	16%	6%	i	-10%

Reformatted with two lines to a compound: entries from further up.
Second line of a record – GLP1R ag	PLK1 PBD block	IL2 activator	PI5P4K alpha inh	EPAC1 antagonist	EPAC1 agonist	GLP1R inv ag	PTHR1 ag	GLP1R cytotox
CCN(Cc1ccccc1)S(=O)(=O)c1ccc(C(=O)N(CCCN(C)C)c2nc3cc(C)cc(C)c3s2)cc1
 : 11%	3%	-5.6	2	-3%	-3%	?	-26%	?
CC(C)[C@H](NC(=O)c1ccccc1F)C(=O)Nc1ccc(F)c(F)c1
 : 7%	-2%	-1.3	0	-16%	-3%	?	-6%	-3%
Cc1cc(S(=O)(=O)N2CCOCC2)ccc1OCC(=O)N1CCCC1
 : -1%	2%	0.2	6	0%	-1%	15%	i	14%
Cc1c(NC(=O)Nc2ccc(Cl)cc2Cl)c(=O)n(-c2ccccc2)n1C
 : -2%	0%	1.2	-2	15%	0%	3%	i	4%

Some of the compounds tested; rates above refer to the full screens.
